TRHR agonist: TRH receptor (human) agonism; P34981; TRHR cells, calcium flux fluo-8, FDSS agonist mode; activation, % at 2 µM; 0.18% of 360,000 active; AID 493084; in the data active means activation above about 30%; further: 0% is about no effect
Target sequence (P34981 whole entry, looked up): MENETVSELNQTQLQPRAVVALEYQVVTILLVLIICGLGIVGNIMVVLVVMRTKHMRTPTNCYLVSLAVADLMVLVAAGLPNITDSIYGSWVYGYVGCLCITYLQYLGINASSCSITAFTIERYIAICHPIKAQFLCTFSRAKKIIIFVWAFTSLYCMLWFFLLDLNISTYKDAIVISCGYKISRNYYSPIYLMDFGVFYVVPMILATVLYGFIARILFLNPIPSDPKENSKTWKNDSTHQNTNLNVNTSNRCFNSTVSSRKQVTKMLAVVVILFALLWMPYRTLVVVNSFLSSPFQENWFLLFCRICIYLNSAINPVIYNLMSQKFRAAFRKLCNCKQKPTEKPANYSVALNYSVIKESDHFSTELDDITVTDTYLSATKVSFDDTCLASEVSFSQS
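Read-out: compound-evoked intracellular calcium rise in TRHR cells, fluo-8 dye, kinetic FDSS fluorescence at 1 s/cycle following a 10-cycle baseline. Cells cultured overnight before dye loading (30 min–1.5 h, RT).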
D1 antag: antagonists of human D1 dopamine receptor; P21728; HEK293 TREx D1 cells, calcium flux, dopamine EC80; active compounds read low; activity change, negative = inhibition, % at 10 µM; 3.2% of 360,000 active; AID 504652; in the data active means activity change below about -30%; further: on the % scale 0 is the no-effect control and ±100 the full control effect
Target sequence (P21728 whole entry, looked up): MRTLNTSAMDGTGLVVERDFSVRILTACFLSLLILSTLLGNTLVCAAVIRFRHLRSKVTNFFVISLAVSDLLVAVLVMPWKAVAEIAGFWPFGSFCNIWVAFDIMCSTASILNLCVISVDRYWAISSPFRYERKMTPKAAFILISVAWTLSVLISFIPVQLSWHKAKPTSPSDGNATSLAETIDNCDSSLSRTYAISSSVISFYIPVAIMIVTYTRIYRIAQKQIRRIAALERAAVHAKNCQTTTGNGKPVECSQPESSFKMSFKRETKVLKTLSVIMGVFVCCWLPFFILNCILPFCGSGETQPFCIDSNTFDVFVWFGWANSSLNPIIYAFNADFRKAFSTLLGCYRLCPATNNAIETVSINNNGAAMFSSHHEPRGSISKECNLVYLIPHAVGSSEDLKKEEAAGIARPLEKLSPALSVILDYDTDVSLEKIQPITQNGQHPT
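HEK293 T-REx cells expressing inducible, force-coupled D1 receptor; no-wash Ca dye, 30–90 min RT. Cmpd → 180 s read at 1 Hz → EC80 DA → 180 s read.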
RXFP1 antag: blocks the human relaxin receptor RXFP1; Q9HBX9; HEK293-RXFP1, relaxin-stimulated cAMP HTRF, 30 min; active compounds read low; activity change, negative = inhibition, % at 57.5 µM; 0.59% of 350,000 active; AID 1259400;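 active means activity change of -60% or lower, but not beyond a set lower limit; inconclusive means change between -60% and -40%, or beyond the set limit; inactive means change above -40%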; further: on the % scale 0 is the no-effect control and ±100 the full control effect
RXFP1 ag: agonists of human relaxin receptor RXFP1 | 0.3% of 370,000 active | Potency, µM (highest dose often 57.5 µM), without a hit: at the highest dose activation, hits mostly activators | HEK293T-RXFP1 cAMP TR-FRET, 30 min; response scale: percent of porcine relaxin response, buffer zero; further: potency means the concentration at half of the fitted maximal effect; on the % scale 0 is the no-effect control and ±100 the full control effect; nearly all actives have a fitted effect of over 60% in size; many of its hits are not listed in these tables
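HEK293 cells stably expressing RXFP1, treated 30 min at 37C with compounds plus PDE4 inhibitor Ro 20174; cAMP measured by HTRF TR-FRET. Normalized to buffer and 29 nM porcine relaxin; EC50 by Hill fit.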
D1 ag: agonists of human D1 dopamine receptor. HEK293 T-REx D1 cells, calcium flux, agonist mode. activation, % at 2 µM. 1% of 360,000 active; in the data active means activation above about 30%; further: 0% is about no effect
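Inducible HEK293 T-REx D1 cells, force-coupled to calcium signalling, were plated at 4000 cells/well with tetracycline and held overnight at 30 C. After no-wash calcium dye loading, compound-evoked calcium rise over 180 s flagged agonists.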
Anesthetic bind: binds horse apoferritin like a general anesthetic; Potency, µM (titrated, usually from 77.5 µM), for the others: top-dose activity change, negative = displacement, usual class: inhibitors; 0.074% of 350,000 active; P02791; apoferritin/1-aminoanthracene competitive binding, fluorescence; AID 485281; further: potency means the concentration at half of the fitted maximal effect; on the % scale 0 is the no-effect control and ±100 the full control effect; nearly all actives have a fitted effect of over 20% in size
Target sequence (P02791 2-175 limits assumed): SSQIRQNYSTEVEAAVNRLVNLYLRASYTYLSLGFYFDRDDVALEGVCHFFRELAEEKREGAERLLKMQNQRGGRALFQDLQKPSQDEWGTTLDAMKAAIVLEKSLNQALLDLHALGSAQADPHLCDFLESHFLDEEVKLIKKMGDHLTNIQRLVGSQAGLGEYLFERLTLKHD
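Probe: 1-aminoanthracene (50% saturated, PBS). Protein: horse-spleen apoferritin, 10 uM. Incubation: 10 min, room temperature. Detection: 380 nm excitation, 535 nm emission. Analysis: normalized response, four-parameter Hill.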
TRHR enhancer: TRH receptor (human) allosteric enhancement | AID 493056 | TRHR cells, fluo-8 calcium fluorescence, EC20 TRH enhancement | P34981 | 0.66% of 360,000 active | enhancement, % at 2 µM; in the data active means enhancement above about 30%; further: 0% is about no effect
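Enhancer read-out: after compound pinning and an initial kinetic agonist-mode read, an EC20 of TRH (10 nM final) was injected and fluo-8 calcium signal (Ex 480/Em 530) followed at 1 s/cycle for 100 cycles in TRHR-expressing cells.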
D1 potentiator: enhances dopamine response at the human D1 receptor; HEK293 TREx D1 cells, calcium flux, dopamine EC20 potentiation; potentiation, % at 10 µM; 0.036% of 360,000 active; AID 504651; in the data active means potentiation above about 30%; further: 0% is about no effect
D2 PAM: D2 dopamine receptor (human) potentiation; P14416; HEK293 T-REx D2, calcium flux, EC20 dopamine potentiation; potentiation, % at 10 µM; 0.34% of 340,000 active; AID 485347;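 active means potentiation over 3 SD above the plate norm, cut at about 30% in these data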; further: 0% is about no effect
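Cells plated with tetracycline inducer and held overnight at 30 C; calcium dye loaded 30–90 min at room temperature; baseline taken, compound added and read 180 s; EC20 dopamine then added and read 180 s.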
Starred values were filed as active, the others as inactive; [ ] = another dose, or the depositor's remark. Unless noted, the call rests on the fitted dose curve; in most records, active means well fitted curve in the direction sought with a large enough effect; inconclusive means small, poorly fitted or top-dose-only effect, or another doubt; inactive means no such curve, though single readings can be large; an effect the other way counts as inactive or inconclusive.

For Cc1cc(C(=O)OCC(=O)NC(C)C)c2ccccc2n1 the results were TRHR agonist 0.1, D1 antag -4, RXFP1 antag 1, RXFP1 ag 0.0%, D1 ag 1, Anesthetic bind 1%, TRHR enhancer 13, D1 potentiator 2 and D2 PAM 4.
`CCc1cccc(NC(=O)CN(C)S(=O)(=O)c2ccc3c(c2)n(C)c(=O)c(=O)n3C)c1` gave TRHR agonist -1.2, D1 antag 3, RXFP1 antag -15, RXFP1 ag 13%, D1 ag 2, Anesthetic bind -1%, TRHR enhancer -8, D1 potentiator -4 and D2 PAM -5.
`COc1ccc(N=C2SCC(c3ccc(C)cc3)=NN2CCO)cc1` gave TRHR agonist 0.4, D1 antag -10, RXFP1 antag inconclusive, RXFP1 ag 0.3%, D1 ag 7, Anesthetic bind -11%, TRHR enhancer -2, D1 potentiator -3 and D2 PAM 5.
c1ccc(Cn2nnnc2C(c2cccs2)N2CCSCC2)cc1 (stereo unspecified) was read as TRHR agonist 0.0, D1 antag -27, RXFP1 antag -4, RXFP1 ag 0.1%, D1 ag -1, Anesthetic bind 6%, TRHR enhancer -6, D1 potentiator -5 and D2 PAM -13.
COc1ccc(C(=O)CC(=O)C(=O)Nc2cc(OC)ccc2OC)cc1 was read as TRHR agonist 0.5, D1 antag -13, RXFP1 antag -8, RXFP1 ag -4.3%, D1 ag 3, Anesthetic bind 1%, TRHR enhancer 0, D1 potentiator -2 and D2 PAM 8.
`CCNC(=O)/C(=C/c1cccc([N+](=O)[O-])c1)NC(=O)c1ccc(C)cc1` gave TRHR agonist -0.7, D1 antag -12, RXFP1 antag 6, RXFP1 ag -1.7%, D1 ag 5, Anesthetic bind -11%, TRHR enhancer 0, D1 potentiator -2 and D2 PAM 0.
Cc1cc(C)nc(NS(=O)(=O)c2ccc(NC(=S)NC(=O)C(C)(C)C)cc2)n1 was read as TRHR agonist 0.0, D1 antag -6, RXFP1 antag 6, RXFP1 ag -0.7%, D1 ag -1, Anesthetic bind -9%, TRHR enhancer 5, D1 potentiator 0 and D2 PAM -12.
COc1cc(C(=O)OCC(C)=O)c([N+](=O)[O-])cc1OC was read as TRHR agonist -1.2, D1 antag 2, RXFP1 antag -13, RXFP1 ag -0.7%, D1 ag 2, Anesthetic bind -1%, TRHR enhancer 4, D1 potentiator -3 and D2 PAM -2.
`COc1cccc(NC(=O)CSc2nc3cc(OC)c(OC)cc3c3nc(-c4ccccc4)nn23)c1` gave TRHR agonist 0.9, D1 antag 2, RXFP1 ag 14%, D1 ag 0, Anesthetic bind -1%, TRHR enhancer 6, D1 potentiator 2 and D2 PAM -5.
Screening O=C(N/C(=C/c1ccc(Br)cc1)C(=O)N1CCCCC1)c1ccccc1F returned TRHR agonist 0.6, D1 antag -3, RXFP1 antag -20, RXFP1 ag 0.6%, D1 ag 0, Anesthetic bind -10%, TRHR enhancer 2, D1 potentiator 4 and D2 PAM 7.
`Cc1ccc(Cn2c(=O)c3ccccc3n3c(-c4ccccc4)nnc23)cc1` gave TRHR agonist 0.6, D1 antag 1, RXFP1 antag -3, RXFP1 ag 1.1%, D1 ag 3, Anesthetic bind -17%, TRHR enhancer -3, D1 potentiator -2 and D2 PAM 3.
COc1ccc(CCNC(=O)COC(=O)Cc2cc(OC)c(OC)c(OC)c2)cc1 was read as TRHR agonist -0.2, D1 antag -7, RXFP1 antag 4, RXFP1 ag -1.3%, D1 ag 2, Anesthetic bind -2%, TRHR enhancer 1, D1 potentiator 2 and D2 PAM 6.
`O=[N+]([O-])c1cc(-c2ccc(C(=S)N3CCOCC3)o2)ccc1Cl` gave TRHR agonist -0.3, D1 antag -25, RXFP1 antag -11, RXFP1 ag 3.8%, D1 ag 1, Anesthetic bind inconclusive, TRHR enhancer 3, D1 potentiator 5 and D2 PAM -1.
`Cc1cccc(-n2c(C)cc(C(=O)NC3CCCCC3)c2C)c1` gave TRHR agonist -0.2, D1 antag 0, RXFP1 antag -11, RXFP1 ag 2.2%, D1 ag 7, Anesthetic bind -20%, TRHR enhancer -13, D1 potentiator -13 and D2 PAM -4.
For CCN(C(=S)Nc1ccc(Oc2ccccc2)cc1)c1ccccc1 the results were TRHR agonist -0.2, D1 antag -24, RXFP1 antag -8, RXFP1 ag -0.2%, D1 ag 9, Anesthetic bind 3%, TRHR enhancer 3, D1 potentiator -1 and D2 PAM 0.

Gathered by group: the compounds so far containing a halogen (2)
Screening O=C(N/C(=C/c1ccc(Br)cc1)C(=O)N1CCCCC1)c1ccccc1F returned TRHR agonist 0.6, D1 antag -3, RXFP1 antag -20, RXFP1 ag 0.6%, D1 ag 0, Anesthetic bind -10%, TRHR enhancer 2, D1 potentiator 4 and D2 PAM 7.
`O=[N+]([O-])c1cc(-c2ccc(C(=S)N3CCOCC3)o2)ccc1Cl` gave TRHR agonist -0.3, D1 antag -25, RXFP1 antag -11, RXFP1 ag 3.8%, D1 ag 1, Anesthetic bind inconclusive, TRHR enhancer 3, D1 potentiator 5 and D2 PAM -1.

Returning to the listing with the two entries that preceded the break.
`Cc1cccc(-n2c(C)cc(C(=O)NC3CCCCC3)c2C)c1` gave TRHR agonist -0.2, D1 antag 0, RXFP1 antag -11, RXFP1 ag 2.2%, D1 ag 7, Anesthetic bind -20%, TRHR enhancer -13, D1 potentiator -13 and D2 PAM -4.
For CCN(C(=S)Nc1ccc(Oc2ccccc2)cc1)c1ccccc1 the results were TRHR agonist -0.2, D1 antag -24, RXFP1 antag -8, RXFP1 ag -0.2%, D1 ag 9, Anesthetic bind 3%, TRHR enhancer 3, D1 potentiator -1 and D2 PAM 0.
CCc1cc(=O)oc2c(C)c(OCC(=O)NCCCN3CCOCC3)ccc12 was read as TRHR agonist -0.2, D1 antag 2, RXFP1 antag 22, RXFP1 ag 10%, D1 ag 4, Anesthetic bind -5%, TRHR enhancer -3, D1 potentiator -3 and D2 PAM 11.
O=C(Nc1ccc(Cl)cc1N1CCOCC1)C1CC1 was read as TRHR agonist -0.6, D1 antag -14, RXFP1 antag -1, RXFP1 ag -3.0%, D1 ag 2, Anesthetic bind -2%, TRHR enhancer -4, D1 potentiator 3 and D2 PAM 19.
For COc1ccccc1C(=O)NC(=O)COC(=O)c1ccc(NC(=O)CC#N)cc1 the results were TRHR agonist 0.5, D1 antag 6, RXFP1 antag -5, RXFP1 ag 1.6%, D1 ag 3, TRHR enhancer -3 and D1 potentiator -2.
Screening CN(C)c1ccc(C(C(=O)NC2CCCCC2)N(Cc2ccco2)C(=O)c2snc(C(N)=O)c2N)cc1 (stereo unspecified) returned TRHR agonist -0.4, D1 antag 17, RXFP1 antag 0, RXFP1 ag 5.5%, D1 ag 2, Anesthetic bind -21%, TRHR enhancer -2, D1 potentiator -5 and D2 PAM -4.
CN(Cc1ccccc1)CC(O)COc1ccc(CNCCc2cccnc2)cc1 (stereo unspecified) was read as TRHR agonist -0.2, D1 antag 4, RXFP1 antag -7, RXFP1 ag 2.4%, D1 ag 8, Anesthetic bind -8%, TRHR enhancer -14, D1 potentiator -6 and D2 PAM 5.
Screening O=c1c2c3c(sc2nc2n1CCC2)CCCC3 returned TRHR agonist 0.4, D1 antag 2, RXFP1 antag 3, RXFP1 ag 0.9%, D1 ag 3, Anesthetic bind 2%, TRHR enhancer 4, D1 potentiator 7 and D2 PAM 21.
CC(=O)c1ccc(NC(=O)CSc2nc(=O)n(CCN3CCOCC3)c3c2CCC3)cc1 was read as TRHR agonist 0.3, D1 antag 10, RXFP1 antag -11, RXFP1 ag 2.9%, D1 ag -1, TRHR enhancer -1, D1 potentiator 3 and D2 PAM 7.
`O=C1C(Oc2ccccc2)C(c2cccs2)N1Cc1ccc2c(c1)OCO2` (stereo unspecified) gave TRHR agonist 2.3, D1 antag -21, RXFP1 antag -11, RXFP1 ag 0.6%, D1 ag 22, Anesthetic bind 30%[activator], TRHR enhancer -7, D1 potentiator -11 and D2 PAM 11.
O=C(/C=C/c1ccc(Cl)cc1Cl)Nc1cccc(S(=O)(=O)NC2=NCCCCC2)c1 was read as TRHR agonist 0.6, D1 antag -17, RXFP1 antag -2, RXFP1 ag 0.4%, D1 ag 4, Anesthetic bind -17%, TRHR enhancer 5, D1 potentiator -5 and D2 PAM -10.
`CCS(=O)(=O)N1N=C(c2ccc(NS(C)(=O)=O)cc2)CC1c1ccccc1` (stereo unspecified) gave TRHR agonist 1.2, D1 antag -2, RXFP1 antag -3, RXFP1 ag 4.3%, D1 ag 0, Anesthetic bind -3%, TRHR enhancer 6, D1 potentiator -8 and D2 PAM 0.
O=C1c2ccccc2C(=O)N1CCCCn1c(=O)oc2ccccc21 was read as TRHR agonist -0.7, D1 antag -21, RXFP1 antag 1, RXFP1 ag 1.2%, D1 ag 3, Anesthetic bind inconclusive, TRHR enhancer 3, D1 potentiator -4 and D2 PAM 14.
For Cc1ccc(NC(=O)CC2Nc3ccccc3NC2=O)cc1Cl (stereo unspecified) the results were TRHR agonist -0.6, D1 antag 2, RXFP1 antag -9, RXFP1 ag -3.8%, D1 ag 3, Anesthetic bind -19%, TRHR enhancer 8, D1 potentiator -1 and D2 PAM 11.
Cc1nn(-c2ccccc2)c(C)c1C(=O)OCC(=O)N1c2ccccc2NC(=O)C1(C)C was read as TRHR agonist -1.1, D1 antag 6, RXFP1 antag -3, RXFP1 ag 1.8%, D1 ag 4, Anesthetic bind -3%, TRHR enhancer -6, D1 potentiator 2 and D2 PAM 1.
`COc1ccc(OCCC(=O)OCC(=O)NCc2ccc(F)cc2)cc1` gave TRHR agonist -0.9, D1 antag -14, RXFP1 antag -6, RXFP1 ag -2.1%, D1 ag -4, Anesthetic bind -21%, TRHR enhancer -1, D1 potentiator 1 and D2 PAM -2.
COc1ccc(C2CC(=O)C(C=NCCN3CCNCC3)=C(O)C2)cc1OC (stereo unspecified) was read as TRHR agonist 0.9, D1 antag -9, RXFP1 ag 1.8%, D1 ag 2, Anesthetic bind -11%, TRHR enhancer 4 and D1 potentiator 1.
COc1ccccc1NC(=O)CSc1ccc(-c2sc(C)nc2C)nn1 was read as TRHR agonist 0.1, D1 antag -1, RXFP1 antag -16, RXFP1 ag 4.1%, D1 ag 4, Anesthetic bind -3%, TRHR enhancer -2, D1 potentiator -6 and D2 PAM 12.
For CC(=O)Nc1cccc(C(=O)N(CCc2ccccc2)Cc2ccccc2)c1 the results were TRHR agonist 1.4, D1 antag -23, RXFP1 antag -12, RXFP1 ag 21%, D1 ag -1, Anesthetic bind -3%, TRHR enhancer -3, D1 potentiator -1 and D2 PAM 5.

Assay outcomes: PubChem BioAssay, National Center for Advancing Translational Sciences (NCATS)

Some of the compounds tested; count on the stated rates, not on these rows.
